CXXC DNA block – qHTS Fluorescence Polarization Assay for Inhibitors of MLL CXXC domain - DNA interaction; hit rate 0.037% among 290,000; MLL-CXXC / FITC-HOXA9 DNA fluorescence polarization; Potency, µM (highest dose often 115 µM), for inactives: at the top dose activity change, negative = inhibition, usual class: inhibitors; Histone-lysine N-methyltransferase 2A (Homo sapiens), Q03164; active means well fitted inhibition curve with a large enough effect in the polarisation, with a control signal flat, not every such curve was filed as active; inconclusive means small, poorly fitted or top-dose-only effect, or effect the other way, or a change in a side signal; inactive means no such curve, though single readings can be large or run the other way; the % refers to the polarisation; further: potency means the concentration at half of the fitted maximal effect
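Steps: dispense CXXC domain solution (7 uM) → pin compounds or unlabeled HOX-A9 DNA control → 5 min ambient → add FLSN-HOX-A9 solution (50 nM) → spin → 30 min ambient → fluorescence polarization. Tris pH 7.5/NaCl/DTT/BSA buffer.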
TCR activator – Activators of T cell receptors: qHTS campaign | 330,000 tested, under 10 active | primary human leukocytes, anti-CD3, IL-2 HTRF, 48 h | Potency, µM (top dose mostly 9.22 µM), without a hit: at the top dose activation of IL-2 secretion, hits mostly activators; further: % of control where 0% means no effect
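IL-2 produced over 48 hr by a-CD3 bead-stimulated primary human leukocytes exposed to compounds was detected with a homogeneous time-resolved FRET immunoassay, 665nm acceptor signal after 320nm excitation.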
AT treatment – qHTS Assay for Identifying a Potential Treatment of Ataxia-Telangiectasia. […] A-T fibroblasts, KAP-1 phosphorylation AlphaLISA; neocarzinostatin DNA damage 30 min before lysis. Potency, µM (doses to about 57.5 µM), for inactives: top-dose activation, hits mostly activators. AID 485349, 2010. hit rate 0.19% among 320,000; further: potency means the concentration at half of the fitted maximal effect; % of control where 0% means no effect; nearly all actives have a fitted effect of over 45% in size
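hTERT-immortalized A-T patient fibroblasts ([…]), 500 cells/well in OPTI-MEM, 1% FBS, got compounds for 60 min, then NCS for 30 min at 37C. Lysates were then assayed for phospho-KAP-1 by AlphaLISA (anti-pKAP1 donor, anti-KAP1 acceptor beads), 6 hr at 25C.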
BCR signal inh – qHTS Assay to Find Inhibitors of Chronic Active B-Cell Receptor Signaling. ABC-DLBCL IkBa-CBG/CBR reporter, luminescence ratio, 4 h. hit rate 0.05% among 340,000. Potency, µM (doses to about 46.1 µM), without a hit: at the top dose ratio change, negative = lower green/red ratio, hits mostly inhibitors; active means well fitted inhibition curve with a large enough effect in the signal ratio, with a control signal flat, not every such curve was filed as active; inconclusive means small, poorly fitted or top-dose-only effect, or effect the other way, or a change in a side signal; the % refers to the signal ratio;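 further: potency means the concentration at half of the fitted maximal effect; plate controls were basal doxycycline-induced cells for no effect and cells given 10 µM MG132 for full effect; MG132 reads +100%, hits lower the ratio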
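Concentration-response series (up to 46 uM) were applied to TMD8 dual-reporter cells for 4 h at 37C with doxycycline. Green/red ratio, after filter-overlap correction, defined %Activity; red signal alone was normalised to basal cells and zero luminescence.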
TSHR antag – Antagonists of the Thyroid Stimulating Hormone Receptor: HTS campaign; Thyrotropin receptor (Homo sapiens), P16473; TSHR-expressing cells, TSH-stimulated cAMP HTRF, 2 h; stronger effect = lower value; activity change, negative = inhibition, % at 11.5 µM; hit rate 0.2% among 330,000; AID 504810, 2011;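 active means activity change below a set negative limit, meaning inhibition stronger than a set level, cut at about -70% in these data; inconclusive means activity change between two set negative limits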; further: on the % scale 0 is the no-effect control and ±100 the full control effect
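Competitive HTRF cAMP read-out (cryptate anti-cAMP antibody, cAMP-d2; 30 min, room temperature) in freshly harvested TSHR cells. Compounds added before TSH at EC80 (4nM final), followed by 2 hours' incubation at 37 deg C.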
Coupling enz – qHTS Assay for Inhibitors of Fructose-1,6-bisphosphate Aldolase from Giardia Lamblia: Coupling assay counterscreen | coupling enzyme system counterscreen, AmpLite Red fluorescence | activity change, negative = inhibition, % at 58.2 µM, hits read low | hit rate 0.67% among 290,000 | AID 2472, 2010; in the data active means activity change below about -30%; further: on the % scale 0 is the no-effect control and ±100 the full control effect
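Counterscreen lacking aldolase: glyceraldehyde-3-phosphate coupling-enzyme reagent preincubated 10 min at RT with compound (at 57.5 uM final), then substrate/coupling system with AmpLite Red added; fluorescence read at 525/598 nm after 20 min RT.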
Giardia kill – Small Molecules that selectively kill Giardia lamblia: qHTS; Giardia lamblia trophozoite viability; activity change, % at 7.66 µM, hits read low; hit rate 0.15% among 340,000; in the data active means activity change below about -80%; inconclusive means between about -30% and that limit;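 further: parasites exposed to compound for two days anaerobically before the ATP read; on the % scale 0 is the no-effect control and ±100 the full control effect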
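Luminescence from cellular ATP indicates surviving trophozoites (100 cells/well) following 48 hrs anaerobic compound treatment at 37 deg C; signal develops 15-30 min at room temperature.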
Tb PFK inh – qHTS Assay to Find Inhibitors of T. brucei phosphofructokinase; AID 485367, 2010; Potency, µM (highest dose often 57.5 µM), for the others: top-dose activity, negative = inhibition, actives largely listed as inhibitors; ATP-dependent 6-phosphofructokinase (Trypanosoma brucei brucei), O15648; T. brucei PFK, ADP-Glo luminescence; hit rate 0.17% among 330,000;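 further: potency means the concentration at half of the fitted maximal effect; 0% = uninhibited 1x PFK enzyme wells and -100% = no-enzyme wells; nearly all actives have a fitted effect of over 60% in size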
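1.25 nM PFK with 0.5 mM F6P and 0.1 mM ATP in 0.1 M TEA pH 8.0, 5 mM MgCl2, incubated 45 min at room temperature; ADP measured by ADP-Glo luminescence; compounds titrated up to 57 uM.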
GALK inh – qHTS Assay for Inhibitors of Human Galactokinase (GALK); Purified GALK, Kinase-Glo residual ATP luminescence; AID 1868, 2009; hit rate 0.007% among 270,000; P51570; Potency, µM (titrated, usually from 57.5 µM), inactives show at the top dose activity change, negative = inhibition, most hits filed as inhibitors; further: potency means the concentration at half of the fitted maximal effect; on the % scale 0 is the no-effect control and ±100 the full control effect
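Human GALK (5 nM) with 35 uM ATP and 100 uM galactose in 20 mM HEPES pH 8.0, 5 mM MgCl2, 60 mM NaCl, 1 mM DTT, 0.01% BSA. After 1 h at room temperature, leftover ATP was read by Kinase-Glo Plus luminescence.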
hERG WT inh – qHTS for Inhibitors of KCHN2 3.1: Wildtype qHTS | U2OS, BacMam KCNH2, thallium flux FluxOr; stronger effect = lower value | activity change, % at 1.84 µM | Voltage-gated inwardly rectifying potassium channel KCNH2 (Homo sapiens), Q12809 | hit rate 0.37% among 340,000 | AID 720551, 2013;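 active means maximum activity change below -70%; inconclusive means maximum activity change between -70% and -50%; inactive means maximum activity change above -50%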; further: on the % scale 0 is the no-effect control and ±100 the full control effect
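U2OS cells were transduced with wild-type KCNH2 virus (2.03 x 10^8 / mL) for 4 h at room temperature, then cultured overnight at 37 C. Thallium flux was read with FluxOr dye. Rate constants were normalized to DMSO controls.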
An asterisk follows results filed as active; ? = inconclusive; . = no result given; & = joins results of further samples; [ ] = dose if it differs, or a comment. Unless noted, the call rests on the fitted dose curve; in most records, active means well fitted curve in the direction sought with a large enough effect; inconclusive means small, poorly fitted or top-dose-only effect, or another doubt; inactive means no such curve, though single readings can be large; an effect the other way counts as inactive or inconclusive.

SMILES,CXXC DNA block,TCR activator,BCR signal inh,AT treatment,Tb PFK inh,Giardia kill,Coupling enz,hERG WT inh,TSHR antag,GALK inh
CC(C)(C)C(=O)CN1C2=NCCN2c2ccccc21,13%,-1%,-7%,1%,-2%,-6,0,3,12,12%
COc1cc(C2C(C#N)=C(N)Oc3cc4c(cc32)OCO4)cc(OC)c1OC (stereo not drawn),1%,-1%,?,5%,0%,-5,0,4,3,-2%
O=C(OC1CCCCC1=O)c1cccc(S(=O)(=O)N2CCCCC2)c1 (stereo not drawn),.,1%,-2%,1%,-5%,5,.,-18,0,.
C=CCN(CC(=O)NCc1ccc(F)cc1)C(=O)c1csnn1,-9%,-1%[46.1 µM],7%,.,1%,-29,0,-3,9,1%
COc1ccc(C(=O)NNC(=O)CSc2nnc3ccccn23)cc1OC,.,-3%,2%,1%,4%,6,.,-3,3,.
O=C(COC(=O)c1cccs1)NCc1ccc2c(c1)OCO2,0%,2%,0%,15%,-3%,-7,0,0,11,3%
Cn1c(=O)c(C(=O)CN2CC(=O)Nc3ccccc32)c(N)n(Cc2ccccc2)c1=O,5%,0%,-2%,11%,5%,8,0,2,-5,-2%
O=C(OCc1ccc([N+](=O)[O-])cc1)c1cc([N+](=O)[O-])ccc1N1CCOCC1,.,-6%,?,-8%,18%,4,.,-106*,-7,.
Cc1ccc(-n2c(SCC(=O)N3CCCc4ccccc43)nnc2-c2cccnc2)c(C)c1,6%,1%[46.1 µM],1%,6%,-3%,7,-2,2,-6,-3%
O[Si](CCCN1CCCCC1)(c1ccc(F)cc1)C1CCCCC1 (stereo not drawn),19%,0%,-20%,-3%,-4%,-11,.,67,-8&11,.
COc1cccc(S(=O)(=O)NCc2ccc(C(=O)Nc3ccc(Cl)c(Cl)c3)cc2)c1,17%,-1%,?,6%,4%,-14,5,2,?,-1%
COC(C[C@H]1O[C@H]1[C@@H](O)[C@H](C)OCc1ccccc1)OC,-2%,9%,4%,16%,-8%,9,-1,10,0,-1%

The last two entries of the section above are carried over, then new ones follow.
SMILES,CXXC DNA block,TCR activator,BCR signal inh,AT treatment,Tb PFK inh,Giardia kill,Coupling enz,hERG WT inh,TSHR antag,GALK inh
COc1cccc(S(=O)(=O)NCc2ccc(C(=O)Nc3ccc(Cl)c(Cl)c3)cc2)c1,17%,-1%,?,6%,4%,-14,5,2,?,-1%
COC(C[C@H]1O[C@H]1[C@@H](O)[C@H](C)OCc1ccccc1)OC,-2%,9%,4%,16%,-8%,9,-1,10,0,-1%
O=C(CSc1nncc2ccccc12)Nc1ccc(F)cc1,-4%,-16%,?,10%,-5%,0,0,-10,-4,12%
Cn1nnc2c(sc3nc(N4CCOCC4)c4c(c32)CCCC4)c1=O,4%,0%,1%,-9%,-5%,-3,3,-14,0,0%
FC(F)(F)c1ccccc1-n1c(-c2ccco2)n[nH]c1=S,11%,-1%,?,-11%,-1%,-28,0,-11,3,2%
COc1ccc(Br)cc1CNC(=O)CN1C(=O)C(c2ccccc2)Oc2cccnc21 (stereo not drawn),16%,5%,8%,7%,13%,-12,0,-17,6,1%
CC(=O)c1cc2c(O)c(O)ccc2o1,-8%,1%,11%,-5%,1%,16,-11,-4,0,0%
O=C(/C=C/c1cccc(Cl)c1)NCc1cccs1,-11%,2%,?,6%,-17%,11,1,2,-10,0%
COc1ccc(CC(=O)Nc2c3c(nn2-c2cccc(Cl)c2)CS(=O)(=O)C3)cc1,-1%,2%,2%,3%,-8%,-2,0,-14,0,2%
CCc1ccccc1NC(=O)Nc1cccn(Cc2ccccc2F)c1=O,7%,-1%,-7%,0%,2%,21,-11,3,-13,0%
OCCNCc1cc(Br)ccc1OCc1ccccc1,4%,1%[46.1 µM],-4%,3%,0%,10,1,21,7,1%
COc1ccc(S(=O)(=O)N2CCC(C(=O)Oc3c(OC)cccc3OC)CC2)cc1OC,-7%,-5%,4%,8%,0%,-23,0,-2,19,5%
Cc1ccc2cc(C)c(NCCO)nc2c1,2%,-2%,1%,1%,1%,?,1,-6,-8,-1%
CCOc1ccc(CC(=O)Nc2ccc(-c3ccc4nnc(C)n4n3)cc2)cc1,11%,4%,-12%,2%,-10%,7,3,4,-11,0%

Next part:
SMILES,CXXC DNA block,TCR activator,BCR signal inh,AT treatment,Tb PFK inh,Giardia kill,Coupling enz,hERG WT inh,TSHR antag,GALK inh
O=C(CCc1nc2ccccc2c(=O)[nH]1)OCc1cccc(C(F)(F)F)c1,6%,2%[46.1 µM],-1%,3%,-9%,-11,-3,-23,2,0%
CC(NC(=O)C1CCCCC1)C(=O)NC1=NCCS1 (stereo not drawn),-3%,0%,-5%,-1%,2%,-8,4,2,-3,0%
O=C(N/N=C/c1ccccn1)c1cc(-c2cccc3ccccc23)n[nH]1,9%,-3%[46.1 µM],21%,-4%,12%,-6,-2,-12,-16,0%
CCOc1ccc(NC(=S)N(Cc2ccc(Cl)cc2)Cc2ccco2)cc1,-4%,-4%,20%,0%,-4%,-1,.,3,-6,0%
CCCCc1c(O)c2ccccc2[nH]c1=O,9%,8%,2%,-6%,3%,9,-2,1,-4,-1%
NS(=O)(=O)c1ccc(NC(=O)c2ccccc2Cl)cc1,?,1%,-5%,3%,-3%,-11,0,1,8,-2%
O=S(=O)(/N=C(/Nc1ccccn1)c1ccccc1)c1ccccc1,7%,2%,-3%,0%,-1%,-17,1,6,-6,0%
Cc1ccc(C)c(N2CCN(C(=O)C3CCN(c4nc(C)cc(C)n4)CC3)CC2)c1,-7%,-2%,?,3%,6%,1,0,-10,-8,1%
Cc1ccc2nc(-c3cccc(N)c3)oc2c1,0%,-4%,-11%,6%,-5%,?,1,-9,-5,-1%
COc1ccc(Cn2c(SC)nc3ccccc32)cc1[N+](=O)[O-],-3%,-3%,-20%,-2%,4%,-13,3,-2,-12,2%
CCOc1ccccc1-c1nc(SCC(=O)O)n[nH]1,-6%,0%,2%,-8%,2%,-2,3,-12,8,-1%
CC(C)COc1ccc(C(=O)N/C(=C/c2cccc([N+](=O)[O-])c2)C(=O)O)cc1,14%,0%,5%,2%,9%,-6,13,1,-5,1%

Continuation:
SMILES,CXXC DNA block,TCR activator,BCR signal inh,AT treatment,Tb PFK inh,Giardia kill,Coupling enz,hERG WT inh,TSHR antag,GALK inh
C=CCn1c(=O)/c(=C/c2ccc(C)o2)s/c1=C(/C#N)C(=O)c1ccccc1,?,-4%,6%,-8%,-2%,20,-21,3,-14,2%
CC1Cc2cc(/C(O)=C3/C(=O)C(=O)N(CCN4CCOCC4)C3c3ccc(N(C)C)cc3)ccc2O1 (stereo not drawn),7%,0%,-2%,-6%,5%,-26,1,3,-8,0%
Clc1cccc(-c2ccc3ncnc(NCc4cccs4)c3c2)c1,.,-13%,?,2%&10%,0%&0%,41[activator],.,.,-15&-23,.
Cc1ccccc1NC(=O)NCC1CCN(Cc2cccc(Cl)c2)CC1,-9%,-2%,1%,3%,-24%,17,3,23,4,0%
Cc1ccc(NC(=O)c2ccc3nccnc3c2)c(C)c1,19%,-5%,-6%,6%,-3%,-11,1,9,0,-1%
COC(=O)c1cc(NCc2c(F)cccc2Cl)ccc1N1CCOCC1,-8%,.,?,4%,3%,-5,-11,-3,9,-1%
CCOC(=O)c1ccc(OC(=O)CCCCCN=C(N)N)cc1,-2%[51.4 µM],-6%,.,.,.,?,3&9,-7,.,.
CCOc1ncccc1C(=O)NNC(=O)c1cccc(S(=O)(=O)Nc2ccc(OC)cc2)c1,-5%,5%,-10%,3%,-2%,1,.,22,-22,-2%
COc1ccc(/C=C/c2nc3ccccc3c(=O)o2)cc1,21%,-3%,?,6%,11%,?,-6,-5,-11,3%
COC(C(=O)Nc1ccnn1C1CCN(Cc2cnn(C)c2)CC1)c1ccccc1 (stereo not drawn),11%,-1%,-10%,24%,-1%,10,.,0,9,0%
Cc1ccc(OCCCC(=O)Nc2ccc(Br)cc2)cc1,17%,5%,5%,-1%,-6%,-16,3,-3,-4,0%
CCOc1ccc(NC(=O)CCc2nnc3ccc(N4CCC5(CC4)OCCO5)nn23)cc1,15%,-3%,?,4%,1%,-16,0,-5,5,9%

Screening results: PubChem, National Center for Advancing Translational Sciences (NCATS)
